# TAG inh – reduces triacylglycerol accumulation in H9c2 cells; inhibition, % at 12.5 µM; AID 651582; 230,000 tested, 0.66% active; Nile Red lipid (TAG) fluorescence; cells loaded with 200 µM oleic acid;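 active = pattern-corrected inhibition of lipid staining of at least 50% with the nuclear-stain viability signal not falling by more than 50%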;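 also: 0% = DMSO wells and 100% = triacsin C control wells; some results filed as inactive read as strong as hits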
# TAG inh DAPI viability – further read-out of TAG inh, marked with its call; DAPI nuclei signal change (viability), lower = more cytotoxic, %;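 whole-well DAPI fluorescence read on a plate reader as a viability signal; minus 50 percent equals half of cells still viable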
# Starred values were filed as active, the others as inactive; i = inactive. A portion of the library, so the mix of outcomes need not match the whole.
smiles	TAG inh DAPI viability	TAG inh
O=C(CC1Sc2ccccc2NC1=O)NCc1ccc(Cl)cc1 (stereo unspecified)	-7.3	-4.6
COc1ccc(C(=O)Nc2cnccn2)cc1[N+](=O)[O-]	7.5	-6.1
COc1ccc(C2(c3ccc(OC)cc3)NC(=O)N(CC(=O)NCC(C)c3ccccc3)C2=O)cc1 (stereo unspecified)	-10.5	29.8
COc1ccc(NC(=O)CN(C)C(=O)C2CC(=O)N(Cc3ccc(C)cc3)C2)cc1 (stereo unspecified)	1.7	-4.0
O=C(CN(Cc1ccco1)C(=O)c1ccc(F)cc1F)Nc1ccccc1C(F)(F)F	3.9	-14.0
COc1ccc(NC(=O)c2cc(C3CCCCN3S(=O)(=O)Cc3ccccc3)on2)cn1 (stereo unspecified)	-2.0	-1.2
CCCCCCSc1ccc([C@H]2N[C@@](Cc3ccccc3)(C(=O)OC)[C@H]3C(=O)N(C)C(=O)[C@@H]23)cc1OC	3.4	22.4
Nc1c(C(=O)CSc2nnc(COc3ccc(Cl)cc3)o2)c(=O)[nH]c(=O)n1C1CC1	-3.2	-51.8
O=C1CCN(Cc2ccccc2)C=C1C(=O)c1ccccc1	-2.1	3.8
COc1ccccc1CNc1nc2nc(C)cc(=O)n2[nH]1	-1.7	-9.5
Cc1ccc(NC(=O)c2oc3ccc(S(=O)(=O)N4CCOCC4)cc3c2C)c(C)c1	-3.1	7.7
CCN(c1ccccc1)S(=O)(=O)c1ccc(Oc2ccc(-n3ccnc3)cc2)nc1	-15.0	-22.7
C[C@@H]1c2ccccc2N2C[C@H](Cc3ccc(C(=O)c4ccccc4)cc3)C[C@@H]12	2.7	10.8
CN1CCN(C(=O)C23CC4CC(C2)CC(c2ccccc2)(C4)C3)CC1	5.6	-5.7
O=C(CSc1nc(-c2ccc(F)cc2)cc(C(F)(F)F)n1)NCc1ccco1	-5.7	29.0
CC1(C(=O)NS(=O)(=O)c2ccccc2Cl)CCN1C(=O)c1ccco1 (stereo unspecified)	-3.3	1.9
O=C(CSC1=NS(=O)(=O)c2cc(Cl)ccc2N1)Nc1cccc(F)c1	-0.7	10.1
COc1ccc2c([N+](=O)[O-])c(N3CCCC3)[nH]c2c1	7.2	-17.0
Cc1ccc(-c2nn(-c3ccccn3)c(=O)c3ccccc23)cc1C	-1.6	-5.8
O=C(COC(=O)c1cccnc1)c1ccc(Cl)c(Cl)c1	2.0	-2.2
COc1ccc(NC(=O)CN2CCC(C(N)=O)CC2)cc1	-7.4	13.5
CN(C)S(=O)(=O)c1cccc(NC(=O)c2ccc(S(=O)(=O)N3CCCC3)cc2)c1	-2.4	0.1
CC(=O)c1ccc(NC(=O)CCc2nc3sc4c(c3c(=O)[nH]2)CCCC4)cc1	4.8	4.5
CCOC(=O)CN(C(=O)CSc1nnnn1C)c1ccccc1	2.3	1.9
COc1cccc(SCC2CSc3nc4ccccc4c(=O)n32)c1 (stereo unspecified)	-5.2	-13.5

# More results.
smiles	TAG inh DAPI viability	TAG inh
CC1(C2CC2)NC(=O)N(CC(=O)Nc2ccccc2-c2ccccc2)C1=O (stereo unspecified)	4.3	-9.0
CCCc1c(C)c(C#N)c2nc3ccccc3n2c1NCCCN1CCOCC1	15.3	2.2
COc1ccc(NC(=O)N(C)C[C@H]2Oc3c(NC(=O)c4ccncc4)cccc3C(=O)N([C@H](C)CO)C[C@@H]2C)cc1	-1.1	-21.4
O=S1(=O)N=C2CCCN2C(c2ccc(F)cc2)N1 (stereo unspecified)	7.2	3.1
Cc1cc(C)cc(-n2nnc3ccccc3c2=O)c1	-1.5	2.5
CC(NC(=O)COc1ccc(/C=N/NC(=O)CO)cc1)c1ccccc1 (stereo unspecified)	8.6	3.9
Cc1ccc(C)c(S(=O)(=O)Nc2ccc(C(=O)NCC(c3ccco3)N3CCCCC3)cc2)c1 (stereo unspecified)	-31.3	30.3
COc1ccc(N2C(=O)C3C(C2=O)C3(c2ccccc2)c2ccccc2)cc1 (stereo unspecified)	-2.7	-2.0
CCN(CC(=O)NC1CCS(=O)(=O)C1)C(=O)C(c1ccccc1)c1ccccc1 (stereo unspecified)	9.5	-22.4
Cc1ccc(-c2cc(-c3ccc(C)o3)nc(N)c2C#N)cc1	4.3	5.8
CC(=O)Nc1ccc(-c2ccnc3c2CC(C(=O)Nc2cccc(C(F)(F)F)c2)O3)cc1 (stereo unspecified)	0.6	8.2
NC(=O)c1ccc(N2CCCC2)nc1	3.8	2.5
CCC(=O)Nc1ccc(N2CCOCC2)c(S(=O)(=O)Nc2ccc(OC)cc2)c1	-5.9	-12.5
CCN(CC(=O)NC1CCS(=O)(=O)C1)S(=O)(=O)c1cc(C)ccc1C (stereo unspecified)	-0.6	-14.7
COC(=O)CN1C(=O)C(O)(CC(=O)c2ccc(C)cc2)c2cc(Br)ccc21 (stereo unspecified)	-0.5	10.8
CCN(CC)S(=O)(=O)c1ccc(NC2c3ccccc3C(=O)N2Cc2ccc3c(c2)OCO3)cc1 (stereo unspecified)	1.2	-35.3
COc1ccc(NS(=O)(=O)c2ccc(Cl)c(NC(=O)c3ccccc3F)c2)cc1	-1.1	-4.4
CC(C)(C)c1ccc(NC(=O)CN2C(=O)NC(C)(C3CC3)C2=O)cc1 (stereo unspecified)	1.0	15.3
COc1ccc2c(c1)Cc1sc(NC(=O)c3cccnc3)nc1-2	27.4	-0.4
CCN(CC)c1ccc2cc(C(C)=O)c(=O)oc2c1	22.2	-25.7
N/C(=N\NC(=O)c1cccc(F)c1)c1cc2ccccc2oc1=O	-22.6	7.2
CC(C)C(=O)N1CCC(n2nccc2NC(=O)CCOc2ccccc2)CC1	-5.1	0.8
Fc1cccc(Nc2nc3ccccc3n3nnnc23)c1	7.2	14.0
COc1ccccc1-n1cnc2c(c1=O)c1nc3ccccc3nc1n2-c1ccc(C)c(C)c1	11.3	10.6
Cc1ccc(Nc2ncc(C(=O)NCCCN3CCN(C)CC3)c3ccccc23)cc1Cl	37.1	19.7

# Copied from the list:
# Result of Cc1ccc(-c2nn(-c3ccccn3)c(=O)c3ccccc23)cc1C under TAG inh DAPI viability: -1.6
# Result of Cc1cc(C)cc(-n2nnc3ccccc3c2=O)c1 under TAG inh DAPI viability: -1.5
# Result of O=C(CN(Cc1ccco1)C(=O)c1ccc(F)cc1F)Nc1ccccc1C(F)(F)F under TAG inh: -14.0
# Result of COc1ccccc1CNc1nc2nc(C)cc(=O)n2[nH]1 under TAG inh DAPI viability: -1.7
# Result of C[C@@H]1c2ccccc2N2C[C@H](Cc3ccc(C(=O)c4ccccc4)cc3)C[C@@H]12 under TAG inh: 10.8

# The listing picks up with the 6 entries that preceded the break.
smiles	TAG inh DAPI viability	TAG inh
CCN(CC)c1ccc2cc(C(C)=O)c(=O)oc2c1	22.2	-25.7
N/C(=N\NC(=O)c1cccc(F)c1)c1cc2ccccc2oc1=O	-22.6	7.2
CC(C)C(=O)N1CCC(n2nccc2NC(=O)CCOc2ccccc2)CC1	-5.1	0.8
Fc1cccc(Nc2nc3ccccc3n3nnnc23)c1	7.2	14.0
COc1ccccc1-n1cnc2c(c1=O)c1nc3ccccc3nc1n2-c1ccc(C)c(C)c1	11.3	10.6
Cc1ccc(Nc2ncc(C(=O)NCCCN3CCN(C)CC3)c3ccccc23)cc1Cl	37.1	19.7
C=CCn1c(-c2ccccc2)ccc(C#N)c1=O	-7.9	-2.4
O=C(c1cc(Cl)ccc1O)N1CCN(S(=O)(=O)Cc2ccccc2)CC1	-10.7	4.1
C/C(=N\NC(=O)c1c(C)nc2ccccn12)c1ccc(N2CCOCC2)cc1	-2.7	-0.5
C/C(=N/NS(=O)(=O)c1ccc(F)cc1)c1ccncc1	-1.8	-0.2
COc1ccccc1NC(=O)c1ccc(NC(=O)COC(=O)C2CCCO2)cc1 (stereo unspecified)	5.8	15.2
CS(=O)(=O)N1CCN(c2ccccc2NC(=O)c2ccc(-c3ccc(Cl)cc3Cl)o2)CC1	-2.4	5.1
C[C@@H]1CN([C@H](C)CO)S(=O)(=O)c2ccc(Br)cc2O[C@@H]1CN(C)Cc1ccc(C(=O)O)cc1	-1.5	5.8
O=C(CSc1ccc(Cl)cc1)Nc1ccc(N2CCN(C(=O)c3ccco3)CC2)cc1	-12.8	-7.9
O=C(Nc1cccc2ccccc12)c1ccc2sc([C@@H]3O[C@H](CO)[C@H](O)[C@H](O)[C@H]3O)nc2c1	0.5	9.4
COc1ccc(CC(NC(C)=O)C(=O)NC2CCN(C(=O)c3ccc(OC)c(OC)c3)CC2)cc1OC (stereo unspecified)	-4.0	5.6
CCCOc1ccc(N2C(=O)CC(N(CCC)C(=O)CCC(=O)O)C2=O)cc1 (stereo unspecified)	-5.6	-15.1
Cc1ccc(-n2c(SCC(=O)Nc3ccc4c(c3)OCO4)nnc2-c2ccoc2C)cc1	-3.3	-5.7
CCCCCC(=O)NNC(=S)NC(=O)c1ccccc1[N+](=O)[O-]	-5.4	-2.3
COc1ccc(N(Cc2cc3ccccc3[nH]c2=O)C(=O)C2CCCO2)cc1 (stereo unspecified)	i	-19.9
CN(C)c1ncc(CN2CCC(C(=O)Nc3ccc(-n4cccn4)cc3)CC2)s1	-0.9	9.3
O=S(=O)(c1cccc(Cl)c1)N1CCN(S(=O)(=O)c2ccc3c(c2)OCCO3)CC1	-3.2	-7.8
COc1cccc2cc(C(C)N(CCCN3CCOCC3)C(=S)Nc3cc(C)ccc3C)oc12 (stereo unspecified)	-5.7	-4.4
Cc1ccc(-c2cc(-c3ccc(F)cc3)n[nH]2)c(O)c1	10.4	-33.6
CCN1CCN(C(=O)c2cc3c(-c4ccc(Cl)cc4)nn(C)c3s2)CC1	16.7	12.5
CC(C)(C)C(=O)OCc1nc(-c2ccc(F)cc2)cs1	0.2	-0.2
Oc1cc2c(cc1C(c1ccc(Br)cc1)N1CCCC1)OCO2 (stereo unspecified)	-0.6	-3.3
CCCc1ncc(CN2CCCCC2C(=O)Nc2ccc(Oc3ccccc3)nc2)cn1 (stereo unspecified)	0.4	9.5
CCOc1ncccc1C(=O)Nc1ccc(Cl)cc1	0.2	-11.6
CC(NC(=O)/C(C#N)=C/c1ccc(OCC(=O)O)cc1)c1ccccc1 (stereo unspecified)	0.1	4.7
CC(NCc1ccccc1)c1ccccc1O (stereo unspecified)	-1.6	10.2

# Next records:
smiles	TAG inh DAPI viability	TAG inh
COc1ccc(CC(=O)OC(C)CN2CCCCC2)cc1 (stereo unspecified)	7.8	-10.8
CCOC(=O)CCCCCC(=O)Nc1ccc2c(c1)C(=O)N([C@H](C)CO)C[C@@H](C)[C@H](CN(C)Cc1ccc3c(c1)OCO3)O2	12.3	8.0
COc1ccc(NC(=O)Nc2nnc(-c3cccs3)s2)cc1	6.0	3.8
Cc1ccc2[nH]c(=O)c(CN(Cc3ccc4c(c3)OCO4)Cc3nnnn3Cc3ccco3)cc2c1	-1.5	3.0
c1ccn2cc(C34CC5CC(CC(C5)C3)C4)nc2c1	2.9	-11.3
Cc1csc(C(=O)NN)c1N(C)C	4.8	10.8
CC(c1nccs1)N(C)c1nc2nonc2nc1NC1CC1 (stereo unspecified)	125.2	25.1
O=C(Nc1ccc(CN2CCS(=O)(=O)CC2)cc1)c1ccc(C(F)(F)F)cc1	6.4	-6.2
CCOC(=O)C1(Cc2ccc(Cl)cc2)CCN(C(=O)CCc2cnccn2)CC1	2.6	2.4
COc1ccc(-c2cn(CCO)c(-c3ccncc3)n2)cc1	3.8	-17.6
Cc1cc(S(=O)(=O)N2CCN(c3ccccc3O)CC2)c(C)s1	-2.8	4.1
CNC(=O)c1c(Br)cnn1-c1ccc(C)cc1	-1.0	-8.1
COc1ccc(CN2CN(S(=O)(=O)c3cccs3)c3nc4ccccc4nc32)cc1	2.6	-22.0
O=C1CC2(CCN(C(=O)c3cccc([N+](=O)[O-])c3)CC2)Oc2ccccc21	-3.3	-14.0
COc1cccc(N2CCN(C(=S)Nc3ccccc3)CC2)c1	-4.4	3.3
O=C(CSc1nc(C2CCCCC2)nc2ccccc12)N1CCCC1	3.7	3.8
CCCCc1nc2ccc(S(=O)(=O)O)cc2[nH]1	2.3	-3.6
CNc1ccccc1C(=O)OCC(=O)N1CCc2ccccc2C1	20.7	8.9
CN(C(=O)Cn1nc(C(=O)O)c2ccccc2c1=O)C1(C#N)CCCCC1	3.7	4.3
COc1cc(OC)c(C#N)c(S(=O)Cc2ccccc2)c1 (stereo unspecified)	1.1	6.5
COc1ccc2c(c1)CC/C2=N\OC(=O)c1ccccc1C	3.2	-16.2
COc1ccccc1S(=O)(=O)N(C)C[C@H]1Oc2cc(C#CCC3CCCC3)ccc2S(=O)(=O)N([C@H](C)CO)C[C@H]1C	10.9	10.1
O=C1Nc2ccccc2N(O)N1c1ccc(Cl)cc1	-1.2	-5.6
COc1ccc(C(=O)Oc2cc(C)[nH]c(=O)c2[N+](=O)[O-])cc1	3.2	-2.0
COc1ccc(-c2csc(C(O)c3ccc(F)cc3)n2)cc1OC (stereo unspecified)	-9.3	7.8

# The list continues:
smiles	TAG inh DAPI viability	TAG inh
COc1cc(CN2CCCC(CO)(Cc3ccccc3C)C2)cc2c1OCO2 (stereo unspecified)	29.1	-21.6
COc1ccc(CNc2nc3ccc(C)cc3s2)c(OC)c1OC	-0.8	-2.8
Cc1csc(CN(C)C(=O)CC2C(=O)NCCN2Cc2ccccc2C)n1 (stereo unspecified)	-0.3	-10.9
NNC(=O)c1ccccc1OCc1ccccc1	-1.9	0.8
CCC12CC3CC(C1)CC(C(=O)O)(C3)C2	-3.6	-0.3
COc1cc(C(=O)NCC(=O)Nc2c(C)cccc2C)ccc1OCC(=O)N1CCOCC1	0.5	-0.8
O=C(NCc1cccnc1)C(=O)Nc1ccc2c(c1)OCO2	-0.9	2.3
